Screening data from PubChem.
TbREL1 primary: TbREL1 RNA ligase inhibitors, primary screen, biochemical, FRET fluorescence. TbREL1 RNA ligation. 89,000 tested, 0.49% active. inhibition, % at 9.66 µM. RNA-editing ligase 1, mitochondrial (Trypanosoma brucei brucei), P86926;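 active = inhibition above the mean inhibition across all screened compounds plus 3 SD, cut at about 11% in these data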;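 also: 0% = plate median of test wells and 100% = NSC42067 control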
Target sequence (P86926 whole entry, looked up): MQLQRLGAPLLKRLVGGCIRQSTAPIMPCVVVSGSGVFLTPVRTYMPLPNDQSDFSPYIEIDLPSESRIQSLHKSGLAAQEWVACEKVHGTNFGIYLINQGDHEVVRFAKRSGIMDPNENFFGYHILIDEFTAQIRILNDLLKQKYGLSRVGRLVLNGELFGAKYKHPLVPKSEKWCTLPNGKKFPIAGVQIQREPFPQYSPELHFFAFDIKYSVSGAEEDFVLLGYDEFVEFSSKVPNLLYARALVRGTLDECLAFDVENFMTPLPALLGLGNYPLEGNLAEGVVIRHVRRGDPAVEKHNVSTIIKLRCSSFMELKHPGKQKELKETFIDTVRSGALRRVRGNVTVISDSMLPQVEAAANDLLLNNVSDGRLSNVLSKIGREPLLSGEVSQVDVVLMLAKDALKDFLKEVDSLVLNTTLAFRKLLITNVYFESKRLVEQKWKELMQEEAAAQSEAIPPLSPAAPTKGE
* hit, by the source's call.

O=C(c1ccccc1)N1CCN(c2n[nH]c(=O)[nH]c2=O)CC1 was read as TbREL1 primary 1.
For COc1ccc(N2CCN(C(=O)c3ccc(Cn4c(=S)[nH]c5ccc(N6CCOCC6)cc5c4=O)cc3)CC2)cc1 the results were TbREL1 primary -4.
`COCCn1c(N)c(C(=S)NC(=O)c2cccs2)c(=O)[nH]c1=O` gave TbREL1 primary 11.
Screening CC(=O)c1ccc(OCCCC(=O)Nc2cccc(S(=O)(=O)N3CCCCC3)c2)cc1 returned TbREL1 primary -4.
For O=C1NN(c2ccccc2)C(=O)C2C1C1C=CC2C12CC2 (stereo unspecified) the results were TbREL1 primary 0.
For CC(OC(=O)/C=C/c1cccs1)C(=O)Nc1ccc(S(N)(=O)=O)cc1 (stereo unspecified) the results were TbREL1 primary 0.
Screening CCOCCCN1CC(C(=O)NCCc2ccccc2)CC1=O (stereo unspecified) returned TbREL1 primary -2.
Screening Cc1ccc(C(=O)Nc2ccccc2-c2ccccc2)cc1S(=O)(=O)Nc1ccccc1 returned TbREL1 primary 1.
`CC(C)C(=O)N1CCC2(CC1)Oc1ccc(Cl)cc1C(=O)C21CC(c2cccnc2)=NO1` (stereo unspecified) gave TbREL1 primary -3.
For O=C(O)CSc1nnc(-c2ccncc2)n1C1CCCCC1 the results were TbREL1 primary 0.
CCOC(=O)C1CCN(Cc2cn[nH]c2-c2ccccc2)CC1 was read as TbREL1 primary 2.
COc1ccccc1C(=O)NC(=O)COC(=O)C1CCC1 was read as TbREL1 primary 4.
For O=C(c1ccc(S(=O)(=O)Nc2ccccc2F)cc1)N1CCN(c2ccccn2)CC1 the results were TbREL1 primary 0.
Cc1cccc(-n2ncc3c(NCc4cccnc4)ncnc32)c1 was read as TbREL1 primary -1.
`CCc1nnc(NC(=O)CN2C(=O)c3ccccc3S2(=O)=O)s1` gave TbREL1 primary 8.

Reprinted at random: 2 entries already listed, in no set order.
For COc1ccc(N2CCN(C(=O)c3ccc(Cn4c(=S)[nH]c5ccc(N6CCOCC6)cc5c4=O)cc3)CC2)cc1 the results were TbREL1 primary -4.
CCOC(=O)C1CCN(Cc2cn[nH]c2-c2ccccc2)CC1 was read as TbREL1 primary 2.

Next structures:
For Cc1ccc(OCCCOc2cccc3cccnc23)cc1C the results were TbREL1 primary 5.
Screening O=C(Nc1ccc2ccccc2c1)c1ccc(Br)o1 returned TbREL1 primary 7.
`COc1ccc(NC(=O)CSc2nnc(-c3cccnc3)o2)c(OC)c1` gave TbREL1 primary 3.
For CC1(C)CC(=O)N(CC(=O)N2CCN(c3ccc(F)cc3)CC2)c2ccccc2S1(=O)=O the results were TbREL1 primary 0.
Cc1ccc(-c2csc(NC(=O)c3c(C)noc3C)n2)cc1 was read as TbREL1 primary -1.
Cc1ccc([C@@H]2CC=C(C(=O)O)[C@H](c3cccc(Cl)c3)N2S(=O)(=O)c2ccc(C)cc2)cc1 was read as TbREL1 primary -1.
For O=C(/C(=C(\[O-])c1ccccc1)[n+]1ccc2ccccc2c1)c1ccc([N+](=O)[O-])cc1 the results were TbREL1 primary -1.
Screening CCCCC(=O)NC(=S)Nc1cccc(C(=O)O)c1 returned TbREL1 primary 1.
For CCOC(=O)C1CCCN(C(=O)C2CCN(S(=O)(=O)c3cnc[nH]3)CC2)C1 (stereo unspecified) the results were TbREL1 primary 0.
For CCC(=O)Nc1cccc(C2=NOC3(C2)C[C@H](C(N)=O)N(C(=O)Cc2ccc([N+](=O)[O-])cc2)C3)c1 (stereo partly specified) the results were TbREL1 primary -5.
COc1ccc(-c2csc(NC(=O)CN3C(=O)C4CC=CCC4C3=O)n2)cc1OC (stereo unspecified) was read as TbREL1 primary -4.
`COc1ccc(-n2c(SCC(=O)Nc3ccc(Cl)cc3)nc(O)c(Cc3ccccc3)c2=O)cc1` gave TbREL1 primary -10.
`O=C(Nc1cc(Cl)ccc1F)C1CCCN1S(=O)(=O)c1cccc2cccnc12` (stereo unspecified) gave TbREL1 primary 2.
Screening Cc1nn(-c2ccccc2)c(C)c1NC(=O)COC(=O)c1cc([N+](=O)[O-])ccc1NCCO returned TbREL1 primary -1.
CCCOC(=O)CSC1=C(C#N)C(c2ccccc2Cl)CC(=O)N1 (stereo unspecified) was read as TbREL1 primary 7.

Structures above with a thiophene ring, fused or not, in the order listed:
`COCCn1c(N)c(C(=S)NC(=O)c2cccs2)c(=O)[nH]c1=O` gave TbREL1 primary 11.
For CC(OC(=O)/C=C/c1cccs1)C(=O)Nc1ccc(S(N)(=O)=O)cc1 (stereo unspecified) the results were TbREL1 primary 0.

Next section.
`Cc1cc(C)c(CSc2ncc(-c3ccc([N+](=O)[O-])cc3)[nH]2)c(C)c1` gave TbREL1 primary 6.
`CC(C)Cn1c(=O)cc(N2CCN(c3cccc(C(F)(F)F)c3)CC2)[nH]c1=O` gave TbREL1 primary -3.
Screening COc1ccc2cc(CN(CCCN3CCOCC3)Cc3nnnn3C3CCCCC3)c(=O)[nH]c2c1 returned TbREL1 primary 2.
For Cc1cc(F)ccc1C(O)c1ncc(-c2ccccc2F)[nH]1 (stereo unspecified) the results were TbREL1 primary 1.
For CC(=O)Nc1ccc(NC(=O)COC(=O)c2ccccc2C(=O)c2ccccc2)cc1 the results were TbREL1 primary -1.
Screening O=C(N/N=C/c1cccnc1)c1cccc(NC(=O)c2cccc(Br)c2)c1 returned TbREL1 primary 12*.
`Cc1ccc(S(=O)(=O)N2CCN(CC(=O)NCC3(N4CCOCC4)CCCCC3)CC2)cc1` gave TbREL1 primary -1.
`CCOc1cnc(C(=O)NNC(=O)c2ccccc2Br)o1` gave TbREL1 primary 6.
Screening Cc1cccc2cc(C(c3nnnn3C(C)(C)C)N(Cc3ccco3)CC3CCCO3)c(=O)[nH]c12 (stereo unspecified) returned TbREL1 primary 0.
Screening COc1ccccc1NS(=O)(=O)c1cc(C(=O)NCC(c2ccco2)N2CCCCC2)ccc1C (stereo unspecified) returned TbREL1 primary 1.
Screening CN(C)C(=O)CCSc1nnc(-c2ccncc2)o1 returned TbREL1 primary 5.
Clc1ccc(-c2cn3cccnc3n2)cc1 was read as TbREL1 primary 1.
C=CCn1cccc(/C=C/C(=O)c2ccc(C(C)(C)C)cc2)c1=S was read as TbREL1 primary 5.
O=C(CCC1CCCC1)N1CCC(N2CCN(c3ccccc3)CC2)CC1 was read as TbREL1 primary -2.
O=C(Cc1ncc(C(F)(F)F)cc1Cl)N1CCN(c2cccc(Cl)c2)CC1 was read as TbREL1 primary 0.
`COc1cccc(C(=O)NC2CC3CCCC(C2)N3CC(=O)Nc2ccccc2C(F)(F)F)c1` (stereo unspecified) gave TbREL1 primary -4.
O=C(CCC(=O)OCC(=O)c1ccc([N+](=O)[O-])cc1)NC1CCCCC1 was read as TbREL1 primary 8.
Screening Cn1c(CCC(=O)OCC(=O)NCC(F)(F)F)nc(=O)c2ccccc21 returned TbREL1 primary 0.
For COc1ccc(-c2nc3c(C)cc(Br)cn3c2Cc2ccccc2)cc1OC the results were TbREL1 primary 4.
COc1ccc(NC(=O)C(c2cc3c(cc2[N+](=O)[O-])OCO3)N(C)Cc2ccccc2)cc1 (stereo unspecified) was read as TbREL1 primary -3.
`CSc1ccc(/C=C/c2ccc3cccc(O)c3n2)cc1` gave TbREL1 primary -4.
For Cc1cc(-n2nc(C)cc2C)n2nc(C)c(-c3ccccc3)c2n1 the results were TbREL1 primary -1.
Screening COc1ccc(-n2c(Cn3c(=O)sc4ccccc43)nnc2SCC(=O)N2CCOCC2)cc1 returned TbREL1 primary 0.
Screening CC1CCN(c2c([N+](=O)[O-])c(=O)n(-c3ccccc3)c3ccccc23)CC1 returned TbREL1 primary 1.
`Cc1ccc(S(=O)(=O)N2CCC(C(=O)NNC(=O)C3CC3)CC2)cc1Cl` gave TbREL1 primary 2.
`CCn1c(=O)c(C(=O)Nn2c(C)nc3ccccc3c2=O)c(O)c2ccccc21` gave TbREL1 primary 0.
CCOC(=O)N1CCC(NC(=O)C2=CCN(S(=O)(=O)c3ccccc3)CC2)CC1 was read as TbREL1 primary -3.
COC[C@H]1CCCN1c1ccc2c(c1)O[C@@H](COCc1ccccc1)CN([C@H](C)c1ccccc1)S2(=O)=O was read as TbREL1 primary 4.
`Cc1ccc2[nH]c(=O)c(CN(CC3CCCO3)S(=O)(=O)c3c(C)ccc4nsnc34)cc2c1` (stereo unspecified) gave TbREL1 primary -1.
COc1ccc(NC(=O)c2cc(-c3cccc(OC)c3)on2)cc1 was read as TbREL1 primary 1.
For COc1cc(C2CC(=O)c3cnc(N4CCN(Cc5ccccc5)CC4)nc3C2)cc(OC)c1OC (stereo unspecified) the results were TbREL1 primary 6.
Screening C[C@H]1COC(=O)[C@H](CC(=O)OC(C)(C)C)C/C=C\C[C@@H](CC(=O)N[C@@H](CO)Cc2ccccc2)C(=O)N1 returned TbREL1 primary -2.
C[C@H](CO)N1C[C@H](C)[C@@H](CN(C)C(=O)Nc2ccc(C(F)(F)F)cc2)Oc2c(NS(=O)(=O)c3ccccc3)cccc2C1=O was read as TbREL1 primary 0.
COc1ccc(CC(=O)Nc2c3c(nn2C(C)(C)C)CS(=O)C3)cc1 (stereo unspecified) was read as TbREL1 primary 0.
For CCOC(=O)C[C@H]1c2cc(F)ccc2S(=O)(=O)N1c1cccc(OC)c1 the results were TbREL1 primary -2.
O=C(/C=C/c1ccc(Cl)cc1)NCc1ccncc1 was read as TbREL1 primary 1.
O=C(O)CCC(=O)Nc1cccc2cccnc12 was read as TbREL1 primary 11*.
Screening OCCC1CN(Cc2cccn2-c2ccccn2)CCN1Cc1ccccc1 (stereo unspecified) returned TbREL1 primary 0.
Screening Cc1csc(NC(=O)c2nc3nccc(C)n3n2)n1 returned TbREL1 primary 2.
`Cc1cc(C)n(-c2ccc(C(=O)OCC(=O)N3CCN(c4ccccc4)CC3)cc2)n1` gave TbREL1 primary -3.
For COc1cc(OC)cc(C(=O)Nc2ccc(S(=O)(=O)N(C)C)cc2)c1 the results were TbREL1 primary 1.
Screening CC1CN(S(=O)(=O)c2ccc(C(=O)NCCCn3ccnc3)cc2)CC(C)O1 (stereo unspecified) returned TbREL1 primary 0.
For COc1ncnc(OC)c1NC(=O)c1ccc(F)cc1 the results were TbREL1 primary 1.
`COc1ccccc1NC(=O)N(c1c(N)n(Cc2ccccc2)c(=O)[nH]c1=O)C1CCCC1` gave TbREL1 primary 3.
For COc1ccccc1CN1CCCC(N2CCN(c3ccccc3OC)CC2)C1 (stereo unspecified) the results were TbREL1 primary -2.

Brought forward from above: 4 entries, then new ones.
Screening CC1CN(S(=O)(=O)c2ccc(C(=O)NCCCn3ccnc3)cc2)CC(C)O1 (stereo unspecified) returned TbREL1 primary 0.
For COc1ncnc(OC)c1NC(=O)c1ccc(F)cc1 the results were TbREL1 primary 1.
`COc1ccccc1NC(=O)N(c1c(N)n(Cc2ccccc2)c(=O)[nH]c1=O)C1CCCC1` gave TbREL1 primary 3.
For COc1ccccc1CN1CCCC(N2CCN(c3ccccc3OC)CC2)C1 (stereo unspecified) the results were TbREL1 primary -2.
`CC1Nc2ncnc(N3CCOCC3)c2N(Cc2ccccc2)C1=O` (stereo unspecified) gave TbREL1 primary -1.
C/C(=N\Nc1ccc(C(=O)O)cc1)c1ccc(Br)cc1 was read as TbREL1 primary 4.
`COc1ccc(CCNC(=O)/C(C#N)=C/c2cccc(OCc3ccccc3)c2)cc1OC` gave TbREL1 primary -3.
Screening Cc1ccc(/C=C2\SC(=S)N(CCC(=O)NNC(=O)c3ccccc3O)C2=O)cc1 returned TbREL1 primary -3.
Screening CN1CCN(NC(=O)c2ccc(Cl)c([N+](=O)[O-])c2)CC1 returned TbREL1 primary 2.
For N#CC1=C(N)NC(SCc2ccc(Cl)cc2)=C(C#N)C12CCCCC2 the results were TbREL1 primary 2.
C[C@@H]1CN([C@@H](C)CO)C(=O)c2cccc(NS(C)(=O)=O)c2O[C@H]1CN(C)Cc1ccc(Oc2ccccc2)cc1 was read as TbREL1 primary 1.
CN1CCC(Oc2ccccc2Sc2ccccc2)CC1 was read as TbREL1 primary 3.
C=CCN1C(=O)/C(=c2\sc3nc(=O)c(Cc4ccccc4)nn3c2=O)c2ccccc21 was read as TbREL1 primary 3.
`CCOc1ccc2nc(SCC(=O)N(CC(C)C)c3c(N)n(Cc4ccccc4)c(=O)[nH]c3=O)[nH]c2c1` gave TbREL1 primary 6.
COc1cccc(CN(C)C(=O)c2cccc(S(=O)(=O)N3CCN(Cc4ccccc4)CC3)c2)c1OC was read as TbREL1 primary 1.
For Cc1[nH]n(-c2ccccc2)c(=O)c1C(c1ccccc1C(=O)O)c1c(C)[nH]n(-c2ccccc2)c1=O the results were TbREL1 primary -1.
For CC(=O)Nc1nc2ccccc2n1Cc1ccc(C)cc1 the results were TbREL1 primary -1.
C=CC(=O)NCc1ccc(-c2csnn2)cc1 was read as TbREL1 primary 2.
Brc1cccc(-c2nnc(-c3ccccc3)o2)c1 was read as TbREL1 primary 0.
For COc1ccc(Br)c(Cn2c(C)c(C(=O)N(C)Cc3ccc(F)cc3)sc2=O)c1 the results were TbREL1 primary 5.
CC(c1ccc(Br)cc1)N1CC23C=CC(O2)C(C(=O)O)C3C1=O (stereo unspecified) was read as TbREL1 primary 3.
For CN1CCN(S(=O)(=O)c2ccc(N(C)Cc3cccs3)nc2)CC1 the results were TbREL1 primary 1.
Screening CCCCOC(=O)c1ccc(NC(=O)C(=O)NCc2cccnc2)cc1 returned TbREL1 primary 5.
Cc1[nH]c2ccccc2c1CC(=O)O was read as TbREL1 primary -6.
Screening Clc1cccc(Cc2c(-c3ccccc3)nc3ccc(Cl)cn23)c1 returned TbREL1 primary 6.
Screening CCOC(=O)Cc1csc(NC(=O)COc2ccccc2OCC)n1 returned TbREL1 primary 0.
Screening CCN(CC)C(=S)SC1CCCCN(C(=O)c2ccc(F)cc2)C1=O (stereo unspecified) returned TbREL1 primary -3.
`COc1cccc2c1OC1(C)CC2NC(=O)N1` (stereo unspecified) gave TbREL1 primary 1.

4 entries from above, arranged by count of non-hydrogen atoms, ascending:
For N#CC1=C(N)NC(SCc2ccc(Cl)cc2)=C(C#N)C12CCCCC2 the results were TbREL1 primary 2.
For CCOC(=O)C[C@H]1c2cc(F)ccc2S(=O)(=O)N1c1cccc(OC)c1 the results were TbREL1 primary -2.
`COc1cccc(C(=O)NC2CC3CCCC(C2)N3CC(=O)Nc2ccccc2C(F)(F)F)c1` (stereo unspecified) gave TbREL1 primary -4.
Screening Cc1cccc2cc(C(c3nnnn3C(C)(C)C)N(Cc3ccco3)CC3CCCO3)c(=O)[nH]c12 (stereo unspecified) returned TbREL1 primary 0.

Only part of the results is shown; count on the stated rates, not on these rows.
